CRFBP-R2 block = CRF-BP/CRF-R2 complex antagonism. HEK293 CRF-R2/CRF-BP, CRF-induced calcium fluorescence. 350,000 tested, 0.59% active. AID 588475. inhibition, % at 11.8 µM;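 active = inhibition of the ligand-induced calcium signal above about 50% at the single tested concentration, limit read from the data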
p-CIP stab down = compounds decreasing mouse p/CIP protein stability; Q05BA5; 290,000 tested, 0.01% active; decrease of EGFP signal, % at 10 µM; F442A p/CIP-EGFP cells, EGFP fluorescence, 16 h;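 active = EGFP signal decrease of at least 30% at 10 µM or well 3 SD below plate mean, unless failing retest; inactive = the rest, including hits failing retest or dose response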; also: some compounds called inactive have numbers as strong as hits; many of its hits are not listed in these tables
GalR3 antag = human GalR3 antagonism. AID 651719. 360,000 tested, 0.44% active. inhibition, % at 3 µM. HEK293 GalR3-CNG cAMP membrane potential fluorescence; galR3 body fused to GalR1 C-terminus;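 active = inhibition above the screen-wide average plus 3 SD, cut at about 13% in these data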;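 also: forskolin and galanin both at EC90 stimulate the cells; cAMP rise reported by CNG channel membrane potential dye signal; 0% = forskolin plus galanin with DMSO and 100% = forskolin alone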
VIM-2 inh = blocks Pseudomonas aeruginosa VIM-2 metallo-beta-lactamase; 290,000 tested, 0.89% active; AID 1527; purified VIM-2, nitrocefin hydrolysis, epi-absorbance fluorescence; inhibition, % at 5.6 µM;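 active = inhibition above the mean of all tested compounds plus 3 SD, cutoff set per screening run, cut at about 7.5% in these data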;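 also: red hydrolysis product quenches plate fluorescence so inhibitors raise well fluorescence; 0% = enzyme with DMSO and 100% = DMSO without enzyme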
NS3 helicase inh = blocks Hepatitis C virus NS3 helicase unwinding. inhibition, % at 10.9 µM. NS3 helicase DNA unwinding, Cy5 molecular beacon fluorescence. 290,000 tested, 0.56% active;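 active = inhibition above the mean of all tested compounds plus 3 SD, set per campaign, cut at about 35% in these data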;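 also: 0% = DMSO wells and 100% = thioflavine S control wells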
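Assay system: hepatitis C virus NS3 helicase domain fragment enzyme. Also added: annealed dual-labelled DNA beacon duplex, ATP-started. Timing: 1 h reaction at 25 °C, ATP-initiated. Technique: Cy5 fluorescence at 0 and 60 min, beacon hairpin quenching. Evaluation: % inhibition of unwinding. Replication: one well per compound.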
SUMO HTRF inh = inhibitors of human SUMOylation (UBC9); 290,000 tested, 0.36% active; inhibition, % at 35 µM; HTRF SUMOylation assay, SAE1/SAE2 + UBC9, in vitro; in the data active = inhibition above about 50%, passing the limit was not always enough; also: strong numbers were not always called active
IMP-1 inhibitor = blocks Pseudomonas aeruginosa IMP-1 metallo-beta-lactamase. inhibition, % at 5.6 µM. AID 1556. purified IMP-1, nitrocefin hydrolysis, epi-absorbance fluorescence. 290,000 tested, 0.45% active;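 active = inhibition above the mean plus 3 SD of all compounds in the same screening run, cut at about 4.5% in these data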;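 also: 0% = IMP-1 with DMSO and 100% = DMSO wells lacking enzyme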
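System: purified IMP-1 / Input: IMP-1 dispensed at 0.2 nM / Medium: 50 mM HEPES pH 7.1, 50 µM ZnSO4, 0.05% Brij 35 / Timing: 15 min enzyme–compound preincubation, then 25 min nitrocefin reaction, 25 °C / Technique: plate fluorescence quenching by hydrolysis product, ex 480/em 530 nm / Repeats: singlicate testing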
IDE cell activ = activators of human insulin-degrading enzyme in cells; HEK cells, FAbeta-B cleavage, fluorescence polarization; 0% vehicle, 100% cell-free pure enzyme wells; P14735; activation, % at 5.96 µM; 340,000 tested, 0.073% active; AID 493087;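 active = activation above the mean of all tested compounds plus 3 SD, set per screening campaign, cut at about 17% in these data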
Target sequence (P14735 whole entry, looked up): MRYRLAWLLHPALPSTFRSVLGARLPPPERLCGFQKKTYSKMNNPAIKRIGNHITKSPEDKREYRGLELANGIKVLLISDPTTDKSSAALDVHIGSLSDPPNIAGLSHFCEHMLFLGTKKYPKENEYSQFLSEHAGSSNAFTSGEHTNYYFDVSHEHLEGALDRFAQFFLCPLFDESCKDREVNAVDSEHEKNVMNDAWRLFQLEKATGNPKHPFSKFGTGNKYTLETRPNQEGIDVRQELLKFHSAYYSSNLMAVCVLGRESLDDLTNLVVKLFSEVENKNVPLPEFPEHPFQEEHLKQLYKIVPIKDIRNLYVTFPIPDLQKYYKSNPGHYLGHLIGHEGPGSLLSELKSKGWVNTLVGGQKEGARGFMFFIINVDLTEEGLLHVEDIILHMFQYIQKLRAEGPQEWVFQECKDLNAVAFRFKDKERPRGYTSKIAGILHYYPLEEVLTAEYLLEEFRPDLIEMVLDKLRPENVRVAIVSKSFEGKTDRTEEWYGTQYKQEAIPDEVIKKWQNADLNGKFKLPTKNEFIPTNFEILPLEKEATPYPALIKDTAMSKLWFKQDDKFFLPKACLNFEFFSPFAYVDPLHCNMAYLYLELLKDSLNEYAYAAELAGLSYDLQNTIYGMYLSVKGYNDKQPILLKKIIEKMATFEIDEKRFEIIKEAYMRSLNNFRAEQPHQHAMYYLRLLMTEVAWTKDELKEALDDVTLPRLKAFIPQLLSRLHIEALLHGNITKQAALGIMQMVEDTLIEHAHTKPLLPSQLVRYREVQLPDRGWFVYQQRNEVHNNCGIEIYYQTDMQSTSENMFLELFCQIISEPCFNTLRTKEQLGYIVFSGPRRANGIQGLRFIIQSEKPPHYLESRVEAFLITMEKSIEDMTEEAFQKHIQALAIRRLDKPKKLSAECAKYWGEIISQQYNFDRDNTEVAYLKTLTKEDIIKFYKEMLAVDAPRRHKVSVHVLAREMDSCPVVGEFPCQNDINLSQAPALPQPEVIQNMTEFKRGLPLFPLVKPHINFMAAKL
IDE inh = inhibitors of human insulin-degrading enzyme in cells; P14735; HEK cells, FAbetaB cleavage, fluorescence polarization; inhibition, % at 5.59 µM; 320,000 tested, 0.41% active;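 active = percent inhibition above the average of all tested compounds plus 3 SD, set per screening campaign, cut at about 16% in these data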;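 also: IDE supplied by intact live HEK cells; FP after avidin binding of uncleaved biotin substrate so inhibition keeps polarization high; 0% = DMSO wells and 100% = 60 µM reference IDE inhibitor Ii1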
Starred values were filed as active, the others as inactive; · = no result given.

Short keys – A = CRFBP-R2 block; B = p-CIP stab down; C = GalR3 antag; D = VIM-2 inh; E = NS3 helicase inh; F = SUMO HTRF inh; G = IMP-1 inhibitor; H = IDE cell activ; I = IDE inh
1) CCCCCCc1cc2cc(/C(N)=N/NC(=O)c3ccncc3)c(=O)oc2cc1O
  A: -48	B: ·	C: -3	D: ·	E: ·	F: ·	G: ·	H: -36	I: 29*

2) CCn1cc(-c2cc(C(=O)O)c3ccccc3n2)c(C)n1
  A: 19	B: -4	C: -2	D: -3.1	E: 6	F: 6	G: -2.3	H: 0	I: 4

3) Cc1cc(C)cc(NC(=O)C2C3C=CC4(O3)C2C(=O)N(CCCN2CCCC2)C4C(=O)NC2CCCC(C)C2C)c1 (stereo not given)
  A: -1	B: 5	C: -7	D: 1.8	E: -10	F: -11	G: 2.3	H: 2	I: 3

4) CCN(CC)CCCN1C(=O)c2oc3ccccc3c(=O)c2C1c1cc(OC)ccc1OC (stereo not given)
  A: -6	B: 15	C: -3	D: 0.3	E: -4	F: 0	G: -1.3	H: -6	I: -1

5) Cc1ccc(C(=O)c2cc([N+](=O)[O-])ccc2N2CCCCC2)c(C)c1
  A: -130	B: -14	C: -2	D: -1.8	E: 1	F: -6	G: -1.5	H: 2	I: -3

6) CCCC(=O)NC(=S)Nc1cccc(Cl)c1N1CCCCC1
  A: -96	B: -1	C: -9	D: -2.8	E: 12	F: -25	G: -1.0	H: 4	I: 1

7) O=C(O)CSCCCC(=O)Nc1ccc(Br)cc1
  A: -7	B: -3	C: -8	D: -0.8	E: -1	F: 14	G: -1.9	H: -2	I: 7

8) NC(=O)C1=C[C@@H](c2ccc(C(F)(F)F)cc2)C[C@@H](OCc2ccc(CO)cc2)O1
  A: -4	B: -8	C: 0	D: -1.3	E: 3	F: 11	G: -2.0	H: -2	I: 3

9) COC(=O)C[C@H]1c2cc(F)ccc2S(=O)(=O)N1c1ccc(N(C)C)cc1
  A: 1	B: ·	C: -4	D: ·	E: ·	F: ·	G: ·	H: 4	I: 3

10) Clc1ccc(OCCOCCN2CCc3ccccc3C2)c(Cl)c1
  A: -58	B: -5	C: -7	D: 1.2	E: -68	F: -1	G: -0.1	H: -2	I: 1

11) CCn1c(=O)n(CC(=O)Nc2cc(OC)ccc2OC)c(=O)c2ccccc21
  A: 4	B: 3	C: -6	D: -0.5	E: -2	F: -27	G: -2.5	H: 1	I: 11

12) Cc1cccc(C(=O)N(CC(=O)Nc2sc(C)c(C)c2C(N)=O)C2CCCC2)c1
  A: -14	B: -3	C: -10	D: -2.3	E: -17	F: 8	G: -2.0	H: 5	I: -1

13) Clc1nc2c(-c3ccccc3)nnn2c2ccccc12
  A: 1	B: -7	C: 8	D: -1.6	E: 12	F: 36	G: -4.3	H: 2	I: 3

14) C/C(=C\C(=O)c1ncc(C(F)(F)F)cc1Cl)N(C)C
  A: -9	B: 5	C: -2	D: -3.8	E: 11	F: 8	G: -2.7	H: 2	I: -3

15) Cc1cc(C)nc(N2CCC(C(=O)Nc3cccc(C(F)(F)F)c3)CC2)n1
  A: -24	B: 3	C: -7	D: -2.3	E: -5	F: 12	G: -3.1	H: -3	I: -3

16) CCN(CC)CCCN(Cc1cc2cc3c(cc2[nH]c1=O)OCO3)C(=S)Nc1ccccc1OC
  A: -13	B: -10	C: -1	D: -0.8	E: 2	F: 17	G: -3.4	H: 5	I: 0

17) CCOc1ncccc1C(=O)OCC(=O)N(CC(C)C)C1CCS(=O)(=O)C1 (stereo not given)
  A: 10	B: 4	C: -5	D: -0.7	E: 2	F: -4	G: 0.0	H: -4	I: 7

18) COc1cccc(C(C(=O)NC2CCCC2)N(C(=O)c2ccco2)C2CC2)c1OC (stereo not given)
  A: 9	B: 9	C: 2	D: 1.5	E: 1	F: 9	G: -1.9	H: 10	I: 4

19) O=C(CCc1nnc2ccc(N3CCCCC3)nn12)NCc1ccco1
  A: -3	B: 1	C: 0	D: -2.8	E: 6	F: -3	G: -4.8	H: 7	I: -2

20) Cc1nn(Cc2ccc(F)cc2)c2sc(C(=O)Nc3nccs3)cc12
  A: -29	B: -8	C: -8	D: -4.4	E: 6	F: -4	G: -2.1	H: 1	I: 4

An excerpt of these results, with one line to a screen.
11: CCn1c(=O)n(CC(=O)Nc2cc(OC)ccc2OC)c(=O)c2ccccc21
12: Cc1cccc(C(=O)N(CC(=O)Nc2sc(C)c(C)c2C(N)=O)C2CCCC2)c1
13: Clc1nc2c(-c3ccccc3)nnn2c2ccccc12
14: C/C(=C\C(=O)c1ncc(C(F)(F)F)cc1Cl)N(C)C
15: Cc1cc(C)nc(N2CCC(C(=O)Nc3cccc(C(F)(F)F)c3)CC2)n1
16: CCN(CC)CCCN(Cc1cc2cc3c(cc2[nH]c1=O)OCO3)C(=S)Nc1ccccc1OC
17: CCOc1ncccc1C(=O)OCC(=O)N(CC(C)C)C1CCS(=O)(=O)C1 (stereo not given)
18: COc1cccc(C(C(=O)NC2CCCC2)N(C(=O)c2ccco2)C2CC2)c1OC (stereo not given)
19: O=C(CCc1nnc2ccc(N3CCCCC3)nn12)NCc1ccco1
20: Cc1nn(Cc2ccc(F)cc2)c2sc(C(=O)Nc3nccs3)cc12

assay / entry,11,12,13,14,15,16,17,18,19,20
CRFBP-R2 block,4,-14,1,-9,-24,-13,10,9,-3,-29
p-CIP stab down,3,-3,-7,5,3,-10,4,9,1,-8
GalR3 antag,-6,-10,8,-2,-7,-1,-5,2,0,-8
VIM-2 inh,-0.5,-2.3,-1.6,-3.8,-2.3,-0.8,-0.7,1.5,-2.8,-4.4
NS3 helicase inh,-2,-17,12,11,-5,2,2,1,6,6
SUMO HTRF inh,-27,8,36,8,12,17,-4,9,-3,-4
IMP-1 inhibitor,-2.5,-2.0,-4.3,-2.7,-3.1,-3.4,0.0,-1.9,-4.8,-2.1
IDE cell activ,1,5,2,2,-3,5,-4,10,7,1
IDE inh,11,-1,3,-3,-3,0,7,4,-2,4

3 of the entries above in order of the SUMO HTRF inh value, ascending:
Short keys – A = CRFBP-R2 block; B = p-CIP stab down; C = GalR3 antag; D = VIM-2 inh; E = NS3 helicase inh; F = SUMO HTRF inh; G = IMP-1 inhibitor; H = IDE cell activ; I = IDE inh
17) CCOc1ncccc1C(=O)OCC(=O)N(CC(C)C)C1CCS(=O)(=O)C1 (stereo not given)
  A: 10	B: 4	C: -5	D: -0.7	E: 2	F: -4	G: 0.0	H: -4	I: 7

18) COc1cccc(C(C(=O)NC2CCCC2)N(C(=O)c2ccco2)C2CC2)c1OC (stereo not given)
  A: 9	B: 9	C: 2	D: 1.5	E: 1	F: 9	G: -1.9	H: 10	I: 4

13) Clc1nc2c(-c3ccccc3)nnn2c2ccccc12
  A: 1	B: -7	C: 8	D: -1.6	E: 12	F: 36	G: -4.3	H: 2	I: 3

Other results follow:
Short keys – A = CRFBP-R2 block; B = p-CIP stab down; C = GalR3 antag; D = VIM-2 inh; E = NS3 helicase inh; F = SUMO HTRF inh; G = IMP-1 inhibitor; H = IDE cell activ; I = IDE inh
21) CCOC(=O)c1c(NC=O)sc2c1CCC2
  A: 10	B: -7	C: -3	D: -0.1	E: 2	F: 8	G: -3.0	H: -4	I: 3

22) CCOC(=O)CN(Cc1ccccc1)S(=O)(=O)c1ccc(NC(C)=O)cc1
  A: 7	B: -8	C: 5	D: -3.1	E: -5	F: 11	G: -2.9	H: -2	I: -1

23) CC(=O)CCC(=O)OCC(=O)Nc1ccc(SC(F)F)cc1
  A: -4	B: -5	C: -1	D: -3.7	E: 1	F: 0	G: -1.1	H: 7	I: 1

24) COc1ccc(CCN(C)C(=S)Nc2ccc(SC(F)F)cc2)cc1OC
  A: -10	B: -11	C: -7	D: 0.2	E: 1	F: -17	G: 1.8	H: -1	I: -4

25) CCCSc1ncnc2c1oc1ccccc12
  A: -1	B: -4	C: ·	D: -4.6	E: 5	F: 3	G: -2.9	H: 2	I: 6

26) CC(=O)c1cccc(NC(=O)C2CCCN(S(=O)(=O)c3cccc4cccnc34)C2)c1 (stereo not given)
  A: -18	B: 12	C: -1	D: -2.9	E: -4	F: 1	G: -2.6	H: 2	I: -2

27) O=C(N/N=C/c1cccc(Oc2ccccc2)c1)c1ccncc1
  A: 11	B: -27	C: -1	D: 0.6	E: -17	F: 10	G: -0.2	H: -3	I: 6

28) COc1cccc(C(=O)N/N=C(\C)c2cccc(NC(=O)c3ccc(F)cc3)c2)c1OC
  A: -17	B: -9	C: -1	D: -3.0	E: 14	F: -11	G: -4.1	H: 4	I: 1

29) O=C(NCCCN1CCCCCC1)c1ccc(N2CCCC2=O)cc1
  A: 37	B: 1	C: -2	D: -0.5	E: -7	F: 1	G: -1.3	H: -1	I: 2

30) CC(C)(C)CC(=O)Nc1ccc(S(=O)(=O)NC2=NCCCCC2)cc1
  A: 0	B: ·	C: -5	D: ·	E: ·	F: ·	G: ·	H: 3	I: -3

The order is random, and some 3.2% of all compounds hit somewhere here.
